High-throughput results: PubChem, several laboratories
Exocytosis inh: LAMP-1 surface exposure blockers, TALL-104 cells – cell-based, flow cytometry, MLPCN library, primary screen; TALL-104 LAMP-1 surface exposure; cells stimulated with thapsigargin and PMA; inhibition, % at 10 µM; actives 0.66% (n = 360,000);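 active = inhibition above about 55%, limit read from the data; inconclusive = no clear call, values can overlap the other calls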
HTR2A ag: mouse Htr2a agonists via beta-arrestin recruitment, primary screen, cell-based, luminescence; AID 624169, 2012; activation, % at 7.6 µM; CHO-K1 mHTR2A beta-arrestin complementation; percent of 30 µM serotonin response; actives 0.66% (n = 360,000);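 active = activation above a run cutoff, the mean activation of all tested compounds plus 3 SD, cut at about 14% in these data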;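 also: 0% = plate median of compound wells and 100% = 30 µM serotonin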
CaV13 FRET inh: Primary screen for inhibitors of IQ motif and Ca2+-dependent inactivation inhibitor domain binding in CACNA1D, Förster resonance energy transfer in living cells, …; HEK cells, CFP/YFP FRET ICDI-IQ, plate reader, 10 min; percent FRET-ratio fall versus neutral wells; inhibition, % at 12.3 µM; actives 0.098% (n = 340,000); AID 743397;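 active = mean replicate inhibition of at least 30% and at least 1% of replicates passing that level; inconclusive = only one of the two criteria is met; inactive = neither criterion is met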;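 also: 0% = median of the neutral control wells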
ABCB6 inh MLPCN: ABCB6 transporter inhibitors, primary screen, K562-ABCB6 cells, flow cytometry, MLPCN library | ATP-binding cassette sub-family B member 6 (Homo sapiens), Q9NP58 | fluorescence ratio to DMSO, % at 10 µM | K562-ABCB6 porphyrin accumulation, 1 h; active compounds read low | actives 0.19% (n = 360,000);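 active = fluorescence ratio to DMSO below 75%, the collection mean minus 3 SD; inconclusive = too few cells collected in the well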;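 also: signal is porphyrin accumulated inside mitochondria; 100% equals median channel fluorescence of DMSO control wells; lower ratio means ABCB6 inhibition with less porphyrin fluorescence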
PDI inh: inhibitors of human PDI, primary screen, biochemical, turbidity, single point, plate reader; PDI insulin aggregation turbidity, A650, 90 min; inhibition, % at 10 µM; actives 0.052% (n = 350,000); AID 588391, 2011; Protein disulfide-isomerase (Homo sapiens), P07237;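 active = mean inhibition across replicates of 30% or more, whatever share of single replicates reach that level; inconclusive = mean inhibition below 30% while every single replicate reaches 30%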;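 also: absorbance from insulin aggregation driven by PDI reduction with DTT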
Target sequence (P07237 whole entry, looked up): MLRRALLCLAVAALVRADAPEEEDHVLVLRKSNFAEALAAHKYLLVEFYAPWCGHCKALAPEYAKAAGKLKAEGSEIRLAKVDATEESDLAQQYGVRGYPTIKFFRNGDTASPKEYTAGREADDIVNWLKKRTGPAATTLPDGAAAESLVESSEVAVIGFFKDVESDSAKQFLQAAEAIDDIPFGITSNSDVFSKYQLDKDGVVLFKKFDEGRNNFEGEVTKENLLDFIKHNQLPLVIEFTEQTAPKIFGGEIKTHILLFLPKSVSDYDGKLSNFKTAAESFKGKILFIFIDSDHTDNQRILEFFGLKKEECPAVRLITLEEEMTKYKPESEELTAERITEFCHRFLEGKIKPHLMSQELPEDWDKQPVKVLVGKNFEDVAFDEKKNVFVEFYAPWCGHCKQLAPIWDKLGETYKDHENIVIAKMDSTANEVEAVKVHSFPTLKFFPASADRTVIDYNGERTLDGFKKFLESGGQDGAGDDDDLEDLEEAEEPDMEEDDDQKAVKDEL
MC4R antagonist: MC4R antagonists of cAMP signaling, primary screen, cell-based, TR-FRET, antagonist arm of biased-ligand search; Melanocortin receptor 4 (Homo sapiens), P32245; MC4R-expressing cells, MTII-stimulated cAMP, LANCE TR-FRET; inhibition, % at 6.5 µM; actives 0.48% (n = 360,000);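 active = inhibition above its plate's cutoff, the mean of tested wells on that plate plus 3 SD, cut at about 29% in these data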;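 also: 0% = Melanotan II alone and 100% = Melanotan II plus saturating MCL0020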
Target sequence (P32245 whole entry, looked up): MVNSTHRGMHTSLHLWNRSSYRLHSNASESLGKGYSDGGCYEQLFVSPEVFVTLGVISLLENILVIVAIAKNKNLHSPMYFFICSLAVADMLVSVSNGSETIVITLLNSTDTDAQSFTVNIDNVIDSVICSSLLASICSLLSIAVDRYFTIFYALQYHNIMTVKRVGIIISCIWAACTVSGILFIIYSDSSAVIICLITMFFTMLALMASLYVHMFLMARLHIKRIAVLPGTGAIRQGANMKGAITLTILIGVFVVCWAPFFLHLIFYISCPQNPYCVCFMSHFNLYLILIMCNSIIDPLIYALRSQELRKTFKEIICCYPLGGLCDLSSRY
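System: U2OS-MC4R stable cell line; Technique: Eu-cAMP/anti-cAMP TR-FRET, emission 671 nm; Repeats: single well per compound; Also added: Melanotan II; Dosing: one concentration, 6.5 µM nominal; Schedule: 30-min compound, 1-h challenge, 1-h detection, room temperature.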
MC4R barr agon: MC4R agonists recruiting beta-arrestin, primary screen, cell-based, luminescence, agonist arm of biased-ligand search | actives 0.98% (n = 360,000) | Melanocortin receptor 4 (Homo sapiens), P32245 | activation, % at 8.9 µM | U2OS MC4R beta-arrestin complementation; percent of melanotan II response, DMSO zero;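 active = activation above a per-plate cutoff, the mean activation of sample wells on that plate plus 3 SD, cut at about 8% in these data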
ABHD5 PLIN5 PPI: ABHD5-PLIN5 interaction inhibitors, primary screen, cell lysate, split luciferase complementation, luminescence | Perilipin-5 (Homo sapiens) + 1-acylglycerol-3-phosphate O-acyltransferase ABHD5 (Homo … | Split G. princeps luciferase complementation, 4 h | inhibition, % at 4 µM | actives 0.78% (n = 360,000) | AID 602281, 2012;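 active = inhibition above the mean inhibition across every tested compound plus 3 SD, cut at about 22% in these data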;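 also: 0% = DMSO only wells and the 100% control is not disclosed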
Glyco luc inh: increase of ERlucT glycosylation luciferase signal, primary screen, N-linked glycosylation inhibitor project, D54 ERlucT cells, luminescence, set 2; D54 ERlucT glycosylation luciferase reporter, 24 h; percent of 100 nM tunicamycin response; reporter increase, % at 12.5 µM; actives 0.23% (n = 360,000);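 active = mean luciferase reporter signal, scaled so untreated is 0 and the glycosylation-blocking control 100, at or above a set limit in every replicate; inconclusive = mean reaches the limit but not every replicate does; inactive = mean below the limit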;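 also: luciferase carries N-glycosylation sites so blocking glycosylation raises the light; 0% = median of neutral control wells and 100% = median of 100 nM tunicamycin wells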
Cardio protect: cardioprotection against H2O2-induced cell death, primary screen, uHTS, H9c2 cells, ATPLite luminescence. AID 588492, 2011. protection from H2O2 cell death, % at 20 µM. actives 0.63% (n = 360,000). H9c2 cardiomyocytes, H2O2 injury protection, 2 h;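 active = compounds giving at least 50% protection of heart cells from peroxide-induced death in the single-dose screen, raw or plate-pattern-corrected value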;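 also: 0% = DMSO wells with peroxide and 100% = DMSO wells without peroxide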
Active calls of the source: *; ? = inconclusive; / = not tested or not shown.

canonical_smiles,Exocytosis inh,HTR2A ag,CaV13 FRET inh,ABCB6 inh MLPCN,PDI inh,MC4R antagonist,MC4R barr agon,ABHD5 PLIN5 PPI,Glyco luc inh,Cardio protect
COc1ccccc1C1SCCN1S(=O)(=O)c1ccccc1 (stereo unspecified),-5,-2,-8,95,-5,19,0.1,2,0,0
Cc1nn(Cc2ccc(F)cc2)c2sc(C(=O)Nc3ccc(N4CCOCC4)cc3N3CCOCC3)cc12,-4,0,-5,91,-2,-23,-1.2,-1,-4,47
O=C(CSc1nncs1)NNC(=O)c1ccccc1Br,-1,-2,-5,96,-3,-3,-1.8,-9,0,-2
CC1=C([N+](=O)[O-])C(c2ccccc2)C2=C(N1)c1ccccc1C2=O (stereo unspecified),9,-6,/,107,-38,-25,-4.4,-21,?,0
CSc1nnc(NC(=O)c2cc(=O)c3cc(C)cc(C)c3o2)s1,2,-1,-20,100,-4,5,0.4,-3,2,-1
Oc1ccc(C=Nc2ccc(N3CCOCC3)cc2)c(O)c1,-3,3,-5,91,-4,3,-2.8,-11,8,13
O=C(Oc1ccc(N(Cc2cccs2)C2=NS(=O)(=O)c3ccccc32)cc1)c1ccccc1F,-4,0,-5,97,3,-1,-2.2,1,-1,13
CCOc1ccc(/C=N/n2c(SC)nnc(C(C)(C)C)c2=O)cc1,3,0,/,83,-14,-2,-1.0,-6,2,-7
c1ccc(CN2CCCC3(CCCN(Cc4nc(COc5ccccc5)no4)C3)C2)cc1 (stereo unspecified),60*,-1,-5,100,5,0,1.4,-5,-1,-5
Cc1ccccc1C1c2[nH]c3ccccc3c2CCN1CCCn1cccn1 (stereo unspecified),-3,-3,-3,106,3,-5,-1.3,-1,-3,-6
CC(C)Cn1c(SCc2nc3ccccc3c(=O)[nH]2)nc2ccccc2c1=O,-2,-3,-3,103,-8,14,-1.2,6,0,-3
CC(C)n1c2ccccc2c2nc3ccccc3nc21,1,3,/,103,-2,3,7.2,1,0,-6

Next section.
canonical_smiles,Exocytosis inh,HTR2A ag,CaV13 FRET inh,ABCB6 inh MLPCN,PDI inh,MC4R antagonist,MC4R barr agon,ABHD5 PLIN5 PPI,Glyco luc inh,Cardio protect
CCN(C(=O)c1coc(=O)c(Br)c1)c1ccc2c(c1)OCO2,-4,2,/,99,1,-3,-1.1,-3,4,-2
CCc1nc2ccccc2n1CCC(C)C,-2,1,-5,102,-6,-2,-0.1,6,1,5
CC(C)CNC(C)C(=O)Nc1ccc(S(N)(=O)=O)cc1 (stereo unspecified),-1,4,-1,95,20,1,0.1,0,1,-2
Cn1cnnc1SC(C(=O)c1ccccc1)c1ccccc1 (stereo unspecified),3,1,-5,149,-45,-4,-1.2,-13,-1,0
O=C(O)c1ccccc1N=Nc1c(O)[nH]c2ccc([N+](=O)[O-])cc12,-5,-6,/,102,0,7,-0.4,-3,0,4
COc1ccc(-c2cc3nc4c(c(N5CCC6(CC5)OCCO6)n3n2)CCC4)cc1,1,2,3,97,0,2,-1.1,-3,-6,12
COCCNC(=O)c1onc(CSc2cccc(C)c2)c1C(=O)O,29,-1,18,100,4,2,-1.0,2,3,-3
Fc1ccc(-n2c(-c3ccco3)n[nH]c2=S)cc1,-5,3,-3,95,-1,2,-0.8,5,0,-1
COCC(=O)N1C[C@H]2CON(C)[C@H]2C[C@H]1c1cccc(-c2ccccc2OC)c1,7,-2,-6,97,-4,3,-0.6,-2,2,-3
c1ccc(Cc2nnc3sc(-c4ccccn4)nn23)cc1,-1,-4,-8,91,-1,4,-1.4,4,-1,4
Cc1ccc(CNC(=O)CSc2nc3ccsc3c(=O)n2NC(=O)c2ccccc2)cc1,0,0,-5,99,-2,12,-1.7,-10,0,0
Cc1ccc(C(=O)NCC(=O)Nc2cc(C)ccn2)cc1,-3,-1,-5,101,-1,-1,-3.4,1,-3,-5

A portion of the results above:
canonical_smiles,Exocytosis inh,HTR2A ag,CaV13 FRET inh,ABCB6 inh MLPCN,PDI inh,MC4R antagonist,MC4R barr agon,ABHD5 PLIN5 PPI,Glyco luc inh,Cardio protect
Fc1ccc(-n2c(-c3ccco3)n[nH]c2=S)cc1,-5,3,-3,95,-1,2,-0.8,5,0,-1
COCC(=O)N1C[C@H]2CON(C)[C@H]2C[C@H]1c1cccc(-c2ccccc2OC)c1,7,-2,-6,97,-4,3,-0.6,-2,2,-3
c1ccc(Cc2nnc3sc(-c4ccccn4)nn23)cc1,-1,-4,-8,91,-1,4,-1.4,4,-1,4
Cc1ccc(CNC(=O)CSc2nc3ccsc3c(=O)n2NC(=O)c2ccccc2)cc1,0,0,-5,99,-2,12,-1.7,-10,0,0
Cc1ccc(C(=O)NCC(=O)Nc2cc(C)ccn2)cc1,-3,-1,-5,101,-1,-1,-3.4,1,-3,-5

Further compounds.
canonical_smiles,Exocytosis inh,HTR2A ag,CaV13 FRET inh,ABCB6 inh MLPCN,PDI inh,MC4R antagonist,MC4R barr agon,ABHD5 PLIN5 PPI,Glyco luc inh,Cardio protect
O=C(CCc1nnc(Cc2c[nH]c3ccccc23)o1)NC1CCCC1,-3,-1,-7,103,3,17,-0.6,3,-1,3
COc1ccccc1N1CCN(C2CCCN(C(=O)CCc3ccccn3)C2)CC1 (stereo unspecified),-6,-9,-5,103,-2,9,-2.2,6,2,1
CCN(CC)c1nc(N)c(C#N)c(CC#N)c1C#N,0,-4,-11,99,6,-4,2.1,2,0,29
CC(C)CC(NC(=O)C1CCCN1C(=O)[C@@H](C)NC(=O)OCc1ccccc1)C(=O)NCC(N)=O (stereo partly specified),-7,-1,-15,97,17,6,-1.8,7,1,-1
COC(=O)c1ccc(SCc2ccccc2)nc1,2,-1,-5,98,-1,16,-0.2,-9,-2,-2
O/N=C/c1ccc2cccc(OCc3ccccc3)c2n1,24,-2,-12,101,-4,2,0.6,3,-5,4
O=C(Nc1ccc(F)cc1)Nc1nnc(Cc2ccccc2)s1,-5,-1,-6,97,-12,8,1.6,-2,-1,-13
C=C(C)Cn1c(Sc2nnc(C)s2)nc2c1c(=O)[nH]c(=O)n2C,2,7,-4,102,-4,-9,1.1,-1,0,1
CN(C(=O)COC(=O)C(Cc1ccccc1)NC(=O)c1ccccc1)c1ccccc1 (stereo unspecified),-2,-3,-5,96,-1,15,-1.0,-1,3,9
COCCSc1ccccc1C(=O)Nc1ccncc1,-1,1,-9,87,6,7,-0.9,5,-2,-4
CC(C)NS(=O)(=O)c1ccc(NC(=O)Cc2ccsc2)cc1,0,4,-12,91,7,6,-0.1,-4,0,-3
Cc1ccc2[nH]c(=O)c(CN(Cc3ccccc3)C(=S)NCCCN(C)C)cc2c1,2,-3,-5,98,-1,16,-1.1,9,2,-5

Going on with the list.
canonical_smiles,Exocytosis inh,HTR2A ag,CaV13 FRET inh,ABCB6 inh MLPCN,PDI inh,MC4R antagonist,MC4R barr agon,ABHD5 PLIN5 PPI,Glyco luc inh,Cardio protect
COC(=O)N/N=C/c1cccc(OC(=O)c2ccc3c(c2)OCO3)c1,-5,2,-20,95,-1,-2,-1.0,0,0,-2
COCCNC(=O)c1cc2c(=O)n3cccc(C)c3nc2n1C,-2,6,-3,97,1,11,-0.9,-2,4,1
O=C(Nc1cccc(NC(=O)c2ccco2)c1)c1cnccn1,-2,4,-3,107,0,11,-0.2,3,-1,9
CSCCC(NS(=O)(=O)c1ccccc1F)C(=O)NCc1cccs1 (stereo unspecified),5,2,-6,104,1,-3,-1.0,2,0,0
CCc1nn(CC(=O)NC2CCN(Cc3ccccc3)CC2)c(=O)c2cc3cc(F)ccc3n12,10,-8,-5,100,3,3,-4.1,-3,5,0
Cc1ccccc1S(=O)(=O)NC(=O)C1(C)CCN1C(=O)Cc1ccccc1Cl (stereo unspecified),2,0,-7,100,4,9,-0.8,1,-1,6
COc1ccc([C@H]2C[C@@H](n3cc(-c4ccc(F)cc4)nn3)[C@H](O)CN2C(=O)c2cccs2)cc1,5,2,-5,96,8,6,0.5,-6,7,-7
